# Screening results from PubChem.
# All columns: NCI-60 one-dose screen, growth in % after 48 h at 10 µM unless noted; 100 = growth as untreated, 0 = no growth, -100 = all killed.
# HCT-116 = HCT-116 colon cancer. 82,000 tested, 7.3% active
# NCI-H522 = NCI-H522 lung cancer; 78,000 tested, 8% active; AID 1794739
# NCI-H23 = NCI-H23 lung cancer; 80,000 tested, 4% active; AID 1794731
# HCT-15 = HCT-15 colon cancer; AID 1794746; 82,000 tested, 5.2% active
# COLO 205 = COLO 205 colon cancer | 79,000 tested, 7.3% active
# NCI-H322M = NCI-H322M lung cancer; 80,000 tested, 2.7% active
# NCI-H226 = NCI-H226 lung cancer; 79,000 tested, 3.5% active; AID 1794732
# NCI/ADR-RES = NCI/ADR-RES ovarian cells | 81,000 tested, 4.4% active | AID 1794790
# NCI-H460 = NCI-H460 lung cancer; 82,000 tested, 6.8% active
# The depositor's hits bear a star; . = not tested or not shown. Rule for the calls: active = growth percent below 10; inactive = the rest.
Structure	NCI-H460	COLO 205	NCI-H322M	HCT-116	NCI-H23	NCI-H522	NCI/ADR-RES	HCT-15	NCI-H226
O=C(Nc1ccc(F)cc1)OCCOc1ccc([N+](=O)[O-])cc1	111	138	110	100	142	96	97	100	107
S=C1NCCCS1	112	116	118	113	109	110	103	117	109
COc1ccc(NC(=O)Nc2sc3c(c2C#N)CCCC3)cc1	108	.	97	99	101	83	100	97	99
COc1ccc(F)cc1/C=C/C(=O)/C=C(/C=C/c1cc(F)ccc1OC)OB(F)F	75	11	103	0.9*	35	-21*	20	9.2*	98
CCOC(=O)c1ccc(Nc2sc(C(=O)c3cccc([N+](=O)[O-])c3)c(N)c2C#N)cc1	4.7*	.	55	0.9*	34	5.2*	27	32	41
CC(C)NC(=O)N1C(=O)CCC1C(=O)NCc1ccc(Cl)cc1Cl (stereo unspecified)	102	114	100	111	101	84	108	102	99
Clc1ccc(/C=C/c2ccccn2)c(Cl)c1	95	95	85	78	94	81	109	68	97
O=C(CN1C(=O)NC(c2ccccc2)(c2ccccc2)C1=O)c1ccc(N2CCCC2)cc1	103	103	97	66	72	65	67	65	91
NC(=O)c1nccc2ccccc12	114	111	104	98	98	101	102	103	100
O=C(CCc1nnc2sc(-c3ccc(Cl)cc3Cl)nn12)c1nc2ncccc2[nH]1	-67*	-33*	12	-74*	-41*	-48*	-3.9*	-40*	.
N#C/C(=C/C=C/c1ccccc1)S(=O)c1ccccc1 (stereo unspecified)	-30*	-56*	10	-90*	-37*	-68*	12	-9.4*	12
CN(C)c1nc(NCCNS(=O)(=O)c2ccc(C3=Nc4c(N)nc(N)nc4NC(c4ccc(C(F)(F)F)cc4)C3)cc2)nc(N2CCOCC2)n1 (stereo unspecified)	36	-14*	84	17	74	35	92	54	54
CC(C)(C)c1cc(-c2cc(C(C)(C)C)nc(N)n2)nc(N)n1	108	120	105	106	107	97	104	103	103
C[C@]12CC[C@@H]3c4ccc(O)cc4CC[C@H]3[C@@H]1CC[C@@H]2NS(=O)(=O)c1ccc(Br)cc1	42	39	77	32	66	28	50	45	64
CCOC(=O)COc1nc(-c2cnccn2)cc(-c2cccs2)c1C#N	85	113	101	87	.	93	98	91	94
COc1nc(=O)n(C2C=CC(=O)O2)cc1F (stereo unspecified)	110	47	102	34	102	39	111	59	106
C=CCN(CCOC(=O)c1ccc([N+](=O)[O-])cc1)CCOC(=O)c1ccc([N+](=O)[O-])cc1	115	112	91	96	106	95	97	118	95
O=C(/C=C(/C=C/c1ccc(C(F)(F)F)cc1)OB(F)F)/C=C/c1ccc(C(F)(F)F)cc1	101	108	108	90	94	89	106	96	96
O=C(CI)NC(=O)NC(=O)NCc1ccccc1	102	-41*	86	13	33	-82*	71	17	-44*
O=c1[nH]nc(-c2cc(Cl)ccc2Cl)c(=O)[nH]1	111	100	85	104	94	94	101	102	.
CCCN1CC=C(NC(=O)CN2CCN(c3cc4c(cc3F)c(=O)c(C(=O)O)cn4C3CC3)CC2)NC1=O	103	110	98	98	93	96	92	97	97
CCCCC(=O)OC(C)COc1ccccc1C(C)CC (stereo unspecified)	99	97	105	80	111	71	120	101	105
Cc1ccc(S(=O)(=O)NNC(=O)/C(=C\c2ccc(F)cc2)c2nc3ccccc3s2)cc1	82	119	88	86	83	89	90	82	64
Brc1ccc2[nH]cc(-c3nc(-c4cccnc4)cs3)c2c1	90	96	.	82	81	61	83	66	87

# Some of the entries so far, with two lines to a compound:
# Below each SMILES: NCI-H460 | COLO 205 | NCI-H322M | HCT-116 | NCI-H23 | NCI-H522 | NCI/ADR-RES | HCT-15 | NCI-H226
O=C(Nc1ccc(F)cc1)OCCOc1ccc([N+](=O)[O-])cc1
→ 111 | 138 | 110 | 100 | 142 | 96 | 97 | 100 | 107
S=C1NCCCS1
→ 112 | 116 | 118 | 113 | 109 | 110 | 103 | 117 | 109
COc1ccc(NC(=O)Nc2sc3c(c2C#N)CCCC3)cc1
→ 108 | . | 97 | 99 | 101 | 83 | 100 | 97 | 99
COc1ccc(F)cc1/C=C/C(=O)/C=C(/C=C/c1cc(F)ccc1OC)OB(F)F
→ 75 | 11 | 103 | 0.9* | 35 | -21* | 20 | 9.2* | 98
CCOC(=O)c1ccc(Nc2sc(C(=O)c3cccc([N+](=O)[O-])c3)c(N)c2C#N)cc1
→ 4.7* | . | 55 | 0.9* | 34 | 5.2* | 27 | 32 | 41
CC(C)NC(=O)N1C(=O)CCC1C(=O)NCc1ccc(Cl)cc1Cl (stereo unspecified)
→ 102 | 114 | 100 | 111 | 101 | 84 | 108 | 102 | 99
Clc1ccc(/C=C/c2ccccn2)c(Cl)c1
→ 95 | 95 | 85 | 78 | 94 | 81 | 109 | 68 | 97
O=C(CN1C(=O)NC(c2ccccc2)(c2ccccc2)C1=O)c1ccc(N2CCCC2)cc1
→ 103 | 103 | 97 | 66 | 72 | 65 | 67 | 65 | 91
NC(=O)c1nccc2ccccc12
→ 114 | 111 | 104 | 98 | 98 | 101 | 102 | 103 | 100
O=C(CCc1nnc2sc(-c3ccc(Cl)cc3Cl)nn12)c1nc2ncccc2[nH]1
→ -67* | -33* | 12 | -74* | -41* | -48* | -3.9* | -40* | .
N#C/C(=C/C=C/c1ccccc1)S(=O)c1ccccc1 (stereo unspecified)
→ -30* | -56* | 10 | -90* | -37* | -68* | 12 | -9.4* | 12
CN(C)c1nc(NCCNS(=O)(=O)c2ccc(C3=Nc4c(N)nc(N)nc4NC(c4ccc(C(F)(F)F)cc4)C3)cc2)nc(N2CCOCC2)n1 (stereo unspecified)
→ 36 | -14* | 84 | 17 | 74 | 35 | 92 | 54 | 54
CC(C)(C)c1cc(-c2cc(C(C)(C)C)nc(N)n2)nc(N)n1
→ 108 | 120 | 105 | 106 | 107 | 97 | 104 | 103 | 103
C[C@]12CC[C@@H]3c4ccc(O)cc4CC[C@H]3[C@@H]1CC[C@@H]2NS(=O)(=O)c1ccc(Br)cc1
→ 42 | 39 | 77 | 32 | 66 | 28 | 50 | 45 | 64
CCOC(=O)COc1nc(-c2cnccn2)cc(-c2cccs2)c1C#N
→ 85 | 113 | 101 | 87 | . | 93 | 98 | 91 | 94
COc1nc(=O)n(C2C=CC(=O)O2)cc1F (stereo unspecified)
→ 110 | 47 | 102 | 34 | 102 | 39 | 111 | 59 | 106

# (listing goes on)
Structure	NCI-H460	COLO 205	NCI-H322M	HCT-116	NCI-H23	NCI-H522	NCI/ADR-RES	HCT-15	NCI-H226
Cc1cccc2cc(/C=C/C(=O)/C=C/c3ccc(Cl)cc3)c(=O)[nH]c12	73	38	89	-53*	63	48	95	44	62
Cc1cc(-c2ccccc2)n2nc(N)c(=S)nc2n1	105	112	99	99	104	90	99	103	106
COc1ccc(-n2sc(=O)n(Cc3ccc(COC(=O)C(C)c4ccc(CC(C)C)cc4)cc3)c2=O)cc1 (stereo unspecified)	76	-11*	95	-32*	78	-33*	77	36	68
CCCCSCN1CCN(c2ccc(Cl)cc2)CC1	104	111	88	98	92	93	96	104	91
CCOC(=O)CC1CSC(N/N=C(\C)c2ccccc2)=N1 (stereo unspecified)	109	113	97	98	98	98	103	100	91
COc1cc(C)c(Cc2cnc(N)nc2N)cc1OC	111	117	103	112	101	96	104	113	94
CC1(O)CCCC1	106	108	100	92	107	.	110	98	103
COc1ccc(-n2nc(C(=O)NCC(=O)NO)nc2-c2ccccc2)c(OC)c1OC	109	112	102	107	103	96	104	99	92
C/C(=C\CCc1ccsc1)CC/C=C(\C)CCC1OC1(C)C (stereo unspecified)	97	118	132	99	102	77	110	95	84
O=C(O)c1ccc([N+](=O)[O-])nc1	110	105	108	111	104	95	110	97	.
C[N+]1(C)CCCC(OC(=O)C(O)(c2ccccc2)c2ccccc2)C1 (stereo unspecified)	109	107	92	97	102	92	99	106	112
N#Cc1c(-c2ccc(Cl)cc2)nc2c(c(-c3ccccc3)nn2-c2ccccc2)c1-c1ccc(O)cc1	25	53	71	14	49	56	58	27	66
CC1=NC(C)(C)CC2CCC(O)C12 (stereo unspecified)	122	125	110	110	95	94	103	99	101
CC1CN(CCO)CC(C)O1 (stereo unspecified)	110	117	102	112	106	108	106	102	95
O=C1c2cc([N+](=O)[O-])ccc2-c2cc(Cl)c(NC(=O)C(F)(F)F)cc21	.	96	103	104	95	113	105	95	101
COc1ccc(/C=C/c2nc(Nc3cccc(-c4ccn[nH]4)c3)c3ccccc3n2)cc1	99	103	97	88	75	82	76	70	82
Cc1ccc2c(Cn3cc(Cn4c(C)cc(=O)n(Cc5cn(Cc6cc(=O)oc7cc(C)ccc67)nn5)c4=O)nn3)cc(=O)oc2c1	109	116	103	107	102	104	103	103	.
Cc1c(N=C2NC(=O)/C(=C/c3cn(-c4ccccc4)nc3-c3ccc([N+](=O)[O-])cc3)S2)c(=O)n(-c2ccccc2)n1C	105	114	101	98	.	81	94	98	102
COc1ccc(C2=NN(/C=C3\SC(=O)NC3=Nc3ccc(Cl)cc3)C(c3ccc(F)cc3)C2)cc1 (stereo unspecified)	102	100	98	101	97	90	98	101	.
Cc1ccc(-c2nc(S(=O)(=O)c3ccccc3)c(SCC(N)=O)o2)cc1	100	116	97	101	98	68	102	94	98
CCc1ccccc1-n1c(-c2ccc(Cl)cc2)cc(-c2ccc(Cl)cc2)c(C#N)c1=O	94	89	84	70	94	78	82	84	97
O=C(O)Cc1cccc(=O)c(O)c1C(=O)O	124	108	129	102	108	106	117	106	111
CCCCNC(=O)Nc1ccc(S(=O)(=O)Nc2nc(C)cc(C)n2)cc1	106	110	105	108	104	90	111	96	97
O=C1/C(=C/c2ccccc2O)C(=S)SN1Cc1ccco1	106	113	90	87	105	83	110	92	103
O=S(=O)(O)CCS	118	110	98	100	104	87	105	107	99
Cn1cc(-c2ccc3c(Nc4cccc(NC(=O)Nc5cccc(F)c5)c4)ncnc3c2)cn1	29	4.2*	41	25	47	26	78	38	68
Cc1cc(Nc2ncn[nH]2)n2ncnc2n1	111	109	98	96	102	101	109	109	104
CC(=O)N1N=C(c2ccc(C)cc2)CC1c1sc(N2CCOCC2)nc1Cl (stereo unspecified)	106	117	87	90	94	80	97	102	103
Cc1cc2c(-c3nc4ccccc4[nH]3)c(O)c(O)cc2c(O)c1-c1c(C)cc2c(-c3nc4ccccc4[nH]3)c(O)c(O)cc2c1O	-54*	.	20	7.4*	-20*	-37*	-13*	12	-18*
O/N=C/C=C/c1ccccc1	107	99	102	103	102	86	110	103	97
CC1Cc2ccc(OCCN(C)C)cc2C1=O (stereo unspecified)	105	105	98	95	103	106	107	108	99
CC1=C2CC/C(C)=C/CC[C@@]3(C)OC3CC/C(C)=C/[C@@H]2OC1 (stereo partly specified)	106	111	107	100	105	89	101	100	113
C/C(=N\O)c1cccs1	93	109	109	101	110	86	118	107	97
O=C(Nc1ccc(-n2ccc3c(NC(=O)c4ccccc4)nccc32)cc1)c1cccc(C(F)(F)F)c1	2.2*	36	49	13	50	12	20	14	64
Cc1ccc2nnnn2c1	107	111	103	100	103	96	97	96	107
Nc1nnc(CSCc2ccc([N+](=O)[O-])cc2)s1	106	113	102	99	107	90	100	101	114
Cn1ncc2c(NCCO)nc(Cl)nc21	104	101	112	98	100	85	106	112	110
O=c1[nH]c(-c2ccccn2)nc2sc3c(c12)CCCCCC3	16	33	47	25	49	.	25	28	.
O=C1CSC(c2ccccc2Cl)N1n1cnnc1 (stereo unspecified)	108	120	106	93	97	85	106	101	101
COc1ccc(/C=C/C(=O)c2ccc(NC(=O)CSc3nnc(-c4cc(-c5ccc(Cl)cc5)nc5ccccc45)n3-c3ccccc3)cc2)cc1	106	115	.	96	103	94	106	102	97
COc1ccc2nc(-c3ccc(-n4cncc4-c4ccc(OC)c(N)c4)cc3)sc2c1	100	105	95	98	108	82	115	97	108
CC(=O)OCC(=O)[C@@]1(O)CC[C@H]2[C@@H]3CCC4=CC(=O)CC[C@]4(C)[C@@]3(F)[C@@H](O)C[C@@]21C	94	98	129	106	108	.	90	105	69
CS(=O)(=O)Oc1ccc2c3c(c(=O)oc2c1)CCCCCC3	92	75	101	75	77	72	66	78	68
CCCCC1C(=O)N=C2C=CC=CN2C1=O (stereo unspecified)	107	115	100	109	102	98	106	104	93

# Not a hit list; any-hit rate near 12%.
